BioA inh: inhibitors of Mycobacterium tuberculosis BioA enzyme; inhibition, % at 9.99 µM; 360,000 compounds, 0.096% hits; purified M. tuberculosis BioA enzyme, plate reader; AID 602481; in the data active means inhibition above about 40%
* hit, by the source's call; & = joins results of further samples. Not all compounds are listed (hit frequency here may not be typical).

> C[C@H]1CN([C@@H](C)CO)C(=O)Cc2cc(NC(=O)Nc3ccc(C(F)(F)F)cc3)ccc2O[C@H]1CN(C)S(=O)(=O)c1cccs1
- BioA inh: 0.5

> CCCNC(=O)N[C@@H]1CC[C@H](CCn2cc(C3CCCCC3)nn2)O[C@@H]1CO
- BioA inh: -1.8

> C[C@H](NC(=O)C[C@@H]1C[C@@H]2c3cc(N(C)C)ccc3O[C@@H]2[C@H](CO)O1)c1ccccc1
- BioA inh: -0.1

> C[C@H](CO)N1C[C@H](C)[C@H](CN(C)C(=O)Nc2ccc(C(F)(F)F)cc2)OCCCC[C@H](C)Oc2ccc(NC(=O)NC3CCCCC3)cc2C1=O
- BioA inh: -0.3

> N#C[C@H]1[C@@H](c2ccc(-c3cccnc3)cc2)[C@H](CO)N1C(=O)C1CC1
- BioA inh: -1.1

> CO[C@H]1CN(C)C(=O)c2cc(NS(=O)(=O)c3ccc(Oc4ccccc4)cc3)ccc2OC[C@@H](C)NC[C@@H]1C
- BioA inh: 2.6

> CCC(=O)N1[C@@H]2CN(S(=O)(=O)c3ccc(F)cc3)c3ccccc3[C@@H]2[C@@H]1CO
- BioA inh: -3.3

> COc1ccc(NC(=O)N(C)C[C@H]2Oc3c(NC(=O)Nc4ccc5c(c4)OCO5)cccc3C(=O)N([C@H](C)CO)C[C@H]2C)cc1
- BioA inh: 0.9

> CCCN1[C@@H]2c3ccc(-c4ccccc4F)c(=O)n3C[C@H]1[C@H](CO)[C@H]2C(=O)NCC
- BioA inh: -1.5

> COCC(=O)N1C[C@H](C)[C@@H](OC)CN(C)C(=O)c2ccc(NC(=O)NC(C)C)cc2OC[C@H]1C
- BioA inh: 0.2

> C[C@@H]1CN([C@H](C)CO)C(=O)c2cc(NC(=O)c3ccccc3)ccc2O[C@@H](C)CCCCO[C@@H]1CN(C)C(=O)c1ccncc1
- BioA inh: -2.2

> O=C(c1cccnc1)N1CCCCN2[C@H](CO)[C@H](c3ccc(C#Cc4ccccc4)cc3)[C@@H]2C1
- BioA inh: 3.8

> CCCNC(=O)[C@@H]1[C@@H](CO)[C@@H]2Cn3c(ccc(-c4ccccc4F)c3=O)[C@@H]2N1CCC
- BioA inh: 1.7

> C[C@H]1CN([C@@H](C)CO)C(=O)c2cc(NS(=O)(=O)c3ccc(F)cc3)ccc2O[C@H]1CN(C)S(=O)(=O)c1ccc(Cl)cc1
- BioA inh: -1.5

> C[C@@H]1CN([C@H](C)CO)C(=O)c2cc(-c3cncnc3)cnc2O[C@@H]1CN(C)Cc1ccc(Oc2ccccc2)cc1
- BioA inh: 2.3&2.3

> O=C(C[C@H]1C[C@@H]2c3cc(NC(=O)Nc4ccccc4)ccc3O[C@@H]2[C@@H](CO)O1)NCc1ccncc1
- BioA inh: 1.7

> COc1ccccc1-c1ccc2c(c1)O[C@@H](CN(C)S(=O)(=O)c1ccccc1)[C@@H](C)CN([C@H](C)CO)S2(=O)=O
- BioA inh: -1.6

> O=C(Cc1ccccn1)NCC[C@@H]1CC[C@H](NC(=O)c2ccccc2F)[C@H](CO)O1
- BioA inh: -1.9

> O=C(C[C@@H]1CC[C@H](NC(=O)Cc2ccccn2)[C@H](CO)O1)NCCCN1CCOCC1
- BioA inh: -1.0

> CCC(=O)N(C)C[C@@H]1Oc2ncc(C#Cc3cccnc3)cc2C(=O)N([C@@H](C)CO)C[C@H]1C
- BioA inh: 12

> O=C(C[C@H]1CC[C@@H](NC(=O)NC2CCCC2)[C@@H](CO)O1)NCc1ccc(F)cc1
- BioA inh: 0.3

> CC(C)(C)[S@@](=O)N1Cc2cc(C(=O)NC3CCCCC3)nc(-c3cccc(Br)c3)c2[C@H]1CCO
- BioA inh: -1.4

> C[C@H]1CN([C@@H](C)CO)C(=O)Cc2cc(NC(=O)CCCN(C)C)ccc2O[C@@H]1CN(C)C(=O)NC1CCCCC1
- BioA inh: 3.7

> CO[C@H]1CN(C)C(=O)c2cc(NS(=O)(=O)c3cccc(F)c3)ccc2OC[C@H](C)N(Cc2cc(F)ccc2F)C[C@H]1C
- BioA inh: -2.2

> C[C@H](CO)N1C[C@H](C)[C@H](CN(C)Cc2cccc(C(F)(F)F)c2)Oc2ncc(-c3ccccc3)cc2C1=O
- BioA inh: -6.4

> CN1c2ccc(Br)cc2[C@H]2[C@H](CCN2C(=O)C2CC2)[C@@H]1CO
- BioA inh: 12

> C[C@@H]1CN([C@@H](C)CO)C(=O)Cc2cc(N(C)C)ccc2O[C@H]1CN(C)Cc1ccc(-c2ccccc2)cc1
- BioA inh: -1.7

> O=C(C[C@@H]1C[C@H]2c3cc(NS(=O)(=O)c4ccc(F)cc4)ccc3O[C@H]2[C@@H](CO)O1)NCc1ccccc1F
- BioA inh: 1.7

> C[C@H](CO)N1C[C@H](C)[C@@H](CN(C)CC2CCCCC2)Oc2ccc(NS(=O)(=O)c3cn(C)cn3)cc2C1=O
- BioA inh: 6.0

> COc1ccc(NC(=O)Nc2ccc3c(c2)CC(=O)N([C@H](C)CO)C[C@H](C)[C@H](CN(C)Cc2ccc(Cl)c(Cl)c2)O3)cc1
- BioA inh: -1.4

> C[C@@H]1CCCCO[C@H](CN(C)C(=O)c2ccncc2)[C@H](C)CN([C@H](C)CO)C(=O)c2cc(NS(=O)(=O)c3ccc(Cl)cc3)ccc2O1
- BioA inh: 2.5

> C[C@@H]1CN([C@@H](C)CO)C(=O)c2cc(NC(=O)CCCCCC(=O)Nc3ccccc3N)ccc2O[C@@H](C)CCCCO[C@@H]1CN(C)C(=O)Nc1ccc(C(F)(F)F)cc1
- BioA inh: -3.8

> C[C@H]1CN([C@@H](C)CO)C(=O)c2cc(NC(=O)C3CCCCC3)ccc2O[C@@H]1CN(C)S(=O)(=O)c1cn(C)cn1
- BioA inh: 0.2

> C[C@H]1CN([C@@H](C)CO)C(=O)Cc2cc(NC(=O)Nc3ccc(C(F)(F)F)cc3)ccc2O[C@H]1CN(C)C(=O)NC1CCCCC1
- BioA inh: 2.7

> O=C(N[C@H]1CC[C@@H](CCn2cc(-c3ccccn3)nn2)O[C@@H]1CO)c1ccncc1
- BioA inh: 4.1

> O=C(Nc1ccc2c(c1)OCO2)N[C@H]1CC[C@H](CCNC(=O)C2CCOCC2)O[C@H]1CO
- BioA inh: -0.7

> O=C(C[C@H]1C[C@H]2c3cc(NC(=O)c4ccc5c(c4)OCO5)ccc3O[C@H]2[C@@H](CO)O1)NC1CCCC1
- BioA inh: -0.3

> COc1ccccc1-c1ccc([C@H]2[C@@H](CO)N(C(=O)C3CC3)[C@H]2C#N)cc1
- BioA inh: 0.9

> CC(C)NC(=O)N(C)C[C@H]1OCCCC[C@@H](C)Oc2ccc(NC(=O)c3ccccc3)cc2C(=O)N([C@H](C)CO)C[C@@H]1C
- BioA inh: -2.2

> C[C@@H]1CN([C@H](C)CO)C(=O)Cc2cc(NC(=O)Cc3ccccc3)ccc2O[C@@H]1CN(C)S(=O)(=O)c1cn(C)cn1
- BioA inh: 0.1

> C/C=C/c1cccc(-c2nc(C(=O)NCc3ccncc3)cc3c2[C@H](CCO)N([S@@](=O)C(C)(C)C)C3)c1
- BioA inh: 2.3

> COCc1cn(CC[C@@H]2CC[C@H](NC(=O)Cc3cccnc3)[C@@H](CO)O2)nn1
- BioA inh: 0.4

> CCCNC(=O)[C@H]1[C@H](CO)[C@H]2Cn3c(ccc(C4=CCCC4)c3=O)[C@H]2N1C(=O)CC1CC1
- BioA inh: -1.6

> COc1ccc(NC(=O)N2C[C@H](O)COC[C@@H]3O[C@@H](CC(=O)NC4Cc5ccccc5C4)CC[C@H]32)cc1
- BioA inh: -0.1

> COc1ccc(C#Cc2ccc3c(c2)O[C@H](CN(C)C(C)=O)[C@H](C)CN([C@H](C)CO)S3(=O)=O)cc1
- BioA inh: -0.9

> CCC(=O)N(C)C[C@H]1Oc2cc(C#Cc3cccnc3)ccc2S(=O)(=O)N([C@H](C)CO)C[C@@H]1C
- BioA inh: 5.3

> C[C@@H]1CN([C@@H](C)CO)C(=O)c2cc(-c3ccncc3)cnc2O[C@@H]1CN(C)C(=O)C1CCOCC1
- BioA inh: -0.5

> C[C@@H]1CCCCO[C@@H](CN(C)C(=O)Nc2ccc(F)cc2)[C@@H](C)CN([C@H](C)CO)C(=O)c2cc(NC(=O)CCCCCC(=O)Nc3ccccc3N)ccc2O1
- BioA inh: -0.2

> CC(=O)N(C)C[C@@H]1Oc2cc(C#CC3CCCCC3)ccc2S(=O)(=O)N([C@H](C)CO)C[C@H]1C
- BioA inh: 0.2

> C[C@@H]1CCCCO[C@@H](CN(C)S(=O)(=O)c2ccccc2)[C@@H](C)CN([C@H](C)CO)C(=O)c2cc(NC(=O)CCCN(C)C)ccc2O1
- BioA inh: 0.0

> C[C@@H]1CN([C@H](C)CO)C(=O)c2cc(NC(=O)C3CC3)ccc2O[C@H]1CN(C)S(C)(=O)=O
- BioA inh: 3.1

> CC=Cc1ccc2n(c1=O)C[C@@H]1[C@@H](CO)[C@H](C(=O)NCc3ccc4c(c3)OCO4)[C@H]2N1C(=O)CC (mixture of isomers)
- BioA inh: 2.1

> C[C@H]1CN([C@@H](C)CO)C(=O)c2cc(NC(=O)C3CCCCC3)ccc2O[C@H]1CN(C)C(=O)Nc1cccc2ccccc12
- BioA inh: 0.7

> COc1ccc(S(=O)(=O)Nc2ccc3c(c2)C(=O)N([C@@H](C)CO)C[C@@H](C)[C@@H](CN(C)C(=O)NC2CCCCC2)OCCCC[C@H](C)O3)cc1
- BioA inh: -0.5

> COCCNC(=O)C[C@@H]1C=C[C@H](NC(=O)NC2CCCCC2)[C@@H](CO)O1
- BioA inh: -1.7

> C[C@@H]1CN([C@@H](C)CO)C(=O)c2cc(C#Cc3ccc(F)cc3)cnc2O[C@@H]1CN(C)C(=O)Nc1ccc(F)cc1
- BioA inh: 0.0

> O=C(C[C@@H]1CC[C@@H](NC(=O)CC2CC2)[C@@H](CO)O1)NCc1ccc(-c2ccccc2)cc1
- BioA inh: -0.1

> C[C@@H]1CN([C@H](C)CO)C(=O)c2cc(-c3ccncc3)cnc2O[C@H]1CN(C)C(=O)c1cccc(F)c1
- BioA inh: 3.9

> Cc1noc(C)c1NC(=O)N(C)C[C@@H]1Oc2ccc(NS(=O)(=O)c3cccs3)cc2CC(=O)N([C@H](C)CO)C[C@@H]1C
- BioA inh: -1.1

> COc1ccc(S(=O)(=O)Nc2cccc3c2O[C@H](CN(C)Cc2ccc(-c4ccccc4)cc2)[C@H](C)CN([C@H](C)CO)C3=O)cc1
- BioA inh: 0.7

Brought forward from above: 4 entries; new compounds follow.
> O=C(C[C@@H]1CC[C@@H](NC(=O)CC2CC2)[C@@H](CO)O1)NCc1ccc(-c2ccccc2)cc1
- BioA inh: -0.1

> C[C@@H]1CN([C@H](C)CO)C(=O)c2cc(-c3ccncc3)cnc2O[C@H]1CN(C)C(=O)c1cccc(F)c1
- BioA inh: 3.9

> Cc1noc(C)c1NC(=O)N(C)C[C@@H]1Oc2ccc(NS(=O)(=O)c3cccs3)cc2CC(=O)N([C@H](C)CO)C[C@@H]1C
- BioA inh: -1.1

> COc1ccc(S(=O)(=O)Nc2cccc3c2O[C@H](CN(C)Cc2ccc(-c4ccccc4)cc2)[C@H](C)CN([C@H](C)CO)C3=O)cc1
- BioA inh: 0.7

> CCC(=O)N(C)C[C@@H]1[C@H](c2ccc(-c3ccccc3F)cc2)[C@H](CO)N1C(C)=O
- BioA inh: 1.1

> C[C@@H]1CN([C@H](C)CO)C(=O)c2cc(NC(=O)Nc3ccc4c(c3)OCO4)ccc2O[C@@H]1CN(C)C(=O)Nc1cccc2ccccc12
- BioA inh: -1.4

> CC(C)NC(=O)N(C)C[C@@H]1Oc2ncc(C#CC3CCCCC3)cc2C(=O)N([C@H](C)CO)C[C@@H]1C
- BioA inh: -2.5

> Cc1ccc(S(=O)(=O)N(C)C[C@H]2OCCCC[C@@H](C)Oc3ccc(NS(=O)(=O)c4c(C)noc4C)cc3C(=O)N([C@@H](C)CO)C[C@@H]2C)cc1
- BioA inh: -0.8

> C[C@@H]1CN([C@@H](C)CO)C(=O)c2cc(NC(=O)CCN3CCOCC3)ccc2O[C@H]1CN(C)Cc1ccc(C(=O)Nc2ccccc2N)cc1
- BioA inh: 0.7

> COc1ccc(CN(C)C[C@H]2Oc3c(NC(=O)Nc4ccccc4)cccc3C(=O)N([C@H](C)CO)C[C@H]2C)cc1
- BioA inh: 0.5

> O=C(C[C@H]1CC[C@H]2NC[C@H](O)COC[C@@H]2O1)Nc1ccc(-c2ccccc2)cc1
- BioA inh: 0.7

> C[C@@H]1CN([C@@H](C)CO)C(=O)c2cc(-c3cccc(C#N)c3)cnc2O[C@H]1CN(C)C(=O)C1CCCCC1
- BioA inh: 2.2

> CC(C)NC(=O)Nc1ccc2c(c1)CC(=O)N([C@H](C)CO)C[C@@H](C)[C@@H](CN(C)Cc1ccc(-c3ccccc3)cc1)O2
- BioA inh: 1.7

> CN(C)C(=O)C[C@@H]1C[C@H]2c3cc(NC(=O)c4ccc5c(c4)OCO5)ccc3O[C@H]2[C@H](CO)O1
- BioA inh: 1.8

> Cc1ccccc1S(=O)(=O)N1CCCCN2[C@H](CO)[C@H](c3ccc(-c4cccnc4)cc3)[C@@H]2C1
- BioA inh: -1.6

> CNC(=O)C[C@H]1CC[C@@H]2[C@@H](COc3ccc(NC(=O)c4cccs4)cc3C(=O)N2C)O1
- BioA inh: 7.6

> COc1ccccc1-c1ccc2c(c1)O[C@@H](CN(C)C(=O)Nc1ccccc1)[C@H](C)CN([C@H](C)CO)S2(=O)=O
- BioA inh: -0.3

> O=C(c1cccc(F)c1)N1C[C@@H]2[C@H](c3ccccc31)[C@@H](CO)N2C(=O)C1CCCCC1
- BioA inh: -0.3

> N#C[C@@H]1N[C@H](CO)[C@@H]1c1ccc(C#CC2CCCC2)cc1
- BioA inh: 13

> C[C@H]1CN([C@@H](C)CO)S(=O)(=O)c2ccc(-c3ccccc3F)cc2O[C@@H]1CN(C)S(C)(=O)=O
- BioA inh: 3.9

> C[C@@H]1CN([C@H](C)CO)C(=O)c2cc(NS(=O)(=O)c3cccs3)ccc2O[C@@H](C)CCCCO[C@@H]1CN(C)CC1CC1
- BioA inh: 2.3

> C[C@@H]1CN([C@@H](C)CO)S(=O)(=O)c2ccc(/C=C/c3ccccc3)cc2O[C@@H]1CN(C)Cc1ccccc1
- BioA inh: 1.3

> C[C@H]1CN([C@@H](C)CO)C(=O)c2cc(NC(=O)Nc3ccc(F)cc3)ccc2O[C@H]1CN(C)S(=O)(=O)c1cccs1
- BioA inh: 3.1

> C[C@H]1CN([C@@H](C)CO)C(=O)c2cc(NC(=O)C3CC3)ccc2O[C@@H]1CN(C)C
- BioA inh: -0.7
